AmpC inh detg = AmpC beta-lactamase inhibition with detergent present | P00811 | AmpC hydrolysis of nitrocefin, absorbance 480 nm, 0.01% Triton | Potency, µM (series often up to 114 µM), for the others: at the highest dose activity change, negative = inhibition, hits mostly inhibitors | 0.041% of 370,000 active | AID 485294;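 note: potency is the fitted concentration of half-maximal effect; 0% = no-compound wells and -100% = no-enzyme wells; nearly all actives have a fitted effect of over 25% in size; some results filed as inactive show a strong effect at the top dose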
Target sequence (P00811 whole entry, looked up): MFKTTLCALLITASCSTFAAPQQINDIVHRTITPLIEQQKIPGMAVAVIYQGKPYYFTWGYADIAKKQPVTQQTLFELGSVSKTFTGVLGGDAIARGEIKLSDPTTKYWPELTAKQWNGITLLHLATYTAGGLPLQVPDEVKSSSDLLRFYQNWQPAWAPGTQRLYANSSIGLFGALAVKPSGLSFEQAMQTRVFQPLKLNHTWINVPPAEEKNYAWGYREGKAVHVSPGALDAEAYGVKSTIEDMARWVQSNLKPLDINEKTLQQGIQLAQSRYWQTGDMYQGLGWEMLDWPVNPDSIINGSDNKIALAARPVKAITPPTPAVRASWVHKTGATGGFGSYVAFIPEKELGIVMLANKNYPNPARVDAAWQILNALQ
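AmpC (5.3 nM in the dispensed reagent) in 20 mM phosphate pH 7.0 with 0.01% (detergent screen) or 0.0001% Triton X-100 was preincubated with compounds for 15 min at room temperature. Nitrocefin was then added from an 800 uM solution, and hydrolysis was followed at 480 nm.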
AmpC no deterg = inhibitors of E. coli AmpC beta-lactamase without detergent | P00811 | AmpC nitrocefin hydrolysis, absorbance 480 nm, 0.0001% Triton | Potency, µM (top dose mostly 57.1 µM), for the others: at the top dose activity change, negative = inhibition, usual class: inhibitors | 0.52% of 330,000 active | AID 485341;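 note: potency is the fitted concentration of half-maximal effect; plate controls were no compound for no effect and no enzyme for full effect; nearly all actives have a fitted effect of over 20% in size; some results filed as inactive show a strong effect at the top dose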
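20 mM phosphate pH 7.0 + 0.01% (detergent screen) or 0.0001% Triton X-100; 5.3 nM AmpC reagent; cpd preinc 15 min RT; nitrocefin (800 uM stock) to start; A480 q20 s × 4 min; Activity was normalised to no-enzyme and no-compound control wells.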
Sm TGR block = blocks Schistosoma mansoni thioredoxin glutathione reductase; 3% of 360,000 active; Potency, µM (doses to about 114 µM), for the others: top-dose activity change, negative = inhibition, usual class: inhibitors; Q962Y6; purified TGR, DTNB reduction, TNB absorbance 405 nm; note: potency is the fitted concentration of half-maximal effect; nearly all actives have a fitted effect of over 60% in size
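TGR 20 nM + NADPH 100 uM (dispensed conc.), cpd preinc 15 min RT; start with NADPH (500 uM addition) then DTNB (15 mM addition). Kinetic TNB absorbance, 405 nm filter. Four-parameter Hill fit across titration.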
HCV inh = blocks hepatitis C virus; Huh7.5.1 HCVcc-Cre infection, luciferase reporter, 44 h; Potency, µM (doses to about 41.8 µM), inactives show at the highest dose activity change, negative = inhibition, hits mostly inhibitors; 3.4% of 340,000 active; AID 651820; note: potency is the fitted concentration of half-maximal effect
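Infectious HCV cell culture screen: compound-treated cells (1,000/well, pre-plated 4 h) are infected with HCVcc-Cre at roughly 0.5 moi and grown 44 h. Infection is quantified by luciferase signal after 15 min substrate incubation at room temperature.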
HCMV antiviral = blocks human cytomegalovirus replication; HFF cells, HCMV-luciferase reporter, 72 h; hits give low values; 4.5% of 410,000 active; AID 1259415; activity change, negative = inhibition, % at 57.5 µM; in the data active = activity change below about -60%; inconclusive = no clear call, values can overlap the other calls; inactive = above about -39%
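Human foreskin fibroblasts infected with luciferase-reporter HCMV at MOI 1 PFU/cell, compounds at two doses. Luciferase measured 72 h post infection; normalized to buffer-only basal and Salinomycin (10uM) controls.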
Giardia FBPA inh = inhibitors of Giardia lamblia fructose-1,6-bisphosphate aldolase. A8B2U2. purified Giardia FBPA. Potency, µM (doses to about 59.6 µM), inactives show at the highest dose activity, negative = inhibition, most hits filed as inhibitors. 0.71% of 290,000 active. AID 2451; note: potency is the fitted concentration of half-maximal effect; nearly all actives have a fitted effect of over 55% in size
Target sequence (A8B2U2 whole entry, looked up): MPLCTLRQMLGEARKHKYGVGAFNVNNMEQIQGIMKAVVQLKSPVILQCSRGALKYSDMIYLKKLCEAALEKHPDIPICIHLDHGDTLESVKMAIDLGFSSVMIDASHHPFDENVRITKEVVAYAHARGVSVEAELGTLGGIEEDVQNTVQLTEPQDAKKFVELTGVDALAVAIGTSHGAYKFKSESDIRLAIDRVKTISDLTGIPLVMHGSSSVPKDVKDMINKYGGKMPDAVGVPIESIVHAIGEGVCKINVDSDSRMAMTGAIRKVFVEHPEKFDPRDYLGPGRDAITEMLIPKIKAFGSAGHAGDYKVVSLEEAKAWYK
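Giardia FBPA (40 nM reagent) was preincubated 10 min at RT with compound (up to 57.5 uM final), then substrate plus GAPDH/TPI/NAD/arsenate coupling system with diaphorase/resazurin was added; resorufin fluorescence (525/598 nm) was read after 20 min.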
An asterisk follows results filed as active; ? = inconclusive; / = no result given; & = joins results of further samples; [ ] = another dose, or the depositor's remark. Unless noted, calls come from the whole dose curve; as a rule, active = well fitted curve in the direction sought with a large enough effect; inconclusive = small, poorly fitted or top-dose-only effect, or another doubt; inactive = no such curve, though single readings can be large; an effect the other way counts as inactive or inconclusive. Unless noted, % is set by controls: 0 for no effect and ±100 for the full control effect.

Every second line gives: Giardia FBPA inh	HCV inh	Sm TGR block	AmpC no deterg	AmpC inh detg	HCMV antiviral
COc1ccc(C(=O)Nc2ncc3c(n2)CC(C)CC3=O)cc1 (centres undefined)
    -1%	8%	-3%	-17%	-2%	-36
CCOc1ccc(CCNC(=O)COC(=O)C2=NNC(=O)CC2)cc1OCC
    /	?	-1%	52%	-11%	2
O=C(N/N=C/c1cccc(Oc2ccccc2)c1)c1ccc(O)cc1O
    1%	6%	7%	-56%	-11%	-34
CC(C)(C)OC(=O)N1CCC(c2c(C(=O)N3CCN(C(=O)c4ccco4)CC3)cnn2-c2ccc(F)cc2)CC1
    -3%	13%	-26%	10%	-10%	-22
CCOC(=O)C1=C(C)N(C)C(C)=C(C(=O)OCC)C1c1ccccc1
    4%	0%	4%	-3%	-4%	-38
Cc1cc(SCC(=O)N/N=C/c2ccc(O)c(O)c2O)c(C)cc1Br
    3.5µM*	?	35µM*	18µM*	0%	-26
CCN(CC)S(=O)(=O)c1ccc(NC(=O)COC(=O)c2ccc(NC(=O)CC#N)cc2)cc1
    -2%	-1%	6%	-50%	-3%	-29
CSc1nnc(-c2cc[n+](C)cc2)n1CCO
    10%	3%	-1%	-44%	0%	-12
CC(CCc1ccccc1)NC(=O)C1CCN(S(=O)(=O)N2CCOCC2)CC1 (centres undefined)
    7%	17%	-21%	1%	-15%	-5
COc1cc2c(C(=O)N3CCN(C)CC3)c(C)n(C)c2cc1Br
    -2%	-16%	-1%	11%	-3%	3
Cc1ccc(NC(=O)C(NCc2ccccn2)c2ccccc2)cc1 (centres undefined)
    -6%	2%	-11%	-20%	?	-21
CCOC(=O)/C(C#N)=C/c1cc(C)n(-c2ccc(Br)cc2)c1C
    0%	/	2%	-7%	-1%	46
COc1ccc(S(=O)(=O)N2CCCCC2)cc1NC(=O)c1ccc(OC)c(OC)c1
    /	?	2%	49%	?	-10
CCOc1ccccc1NC(=O)CN1CCC(C(=O)c2ccc(F)cc2)CC1
    -5%	?	-1%	23%	4%	-25
Cc1cc(C(=O)C(=O)Nc2nncs2)c(C)n1-c1ccc(Cl)cc1
    /	/	2%	/	27%	16
Cc1ccc(Cn2c(=O)n(Cc3ccco3)c(=O)c3sc4ccccc4c32)cc1
    /	/	2%	/	-10%	8
COc1cccc(C(=O)C2CCCN(Cc3cccn3-c3cccnc3)C2)c1 (centres undefined)
    3%	-26%	-24%	34%	2%	?
CCC(=O)N/N=C(\C)CC(=O)Nc1ccccc1-c1ccccc1
    4%	15%	3%	30%	?	-25
O=C1CCCCC1C(Nc1ccc(Cl)cc1)c1ccccc1 (centres undefined)
    -7%	-14%	21%	-35%	-10%	-14
C=CCN1CCN(C(=O)CCc2ccccc2)CC1
    -4%	-1%	-19%	-2%	-3%	15

2 of the compounds above, as tab-separated lines:
compound	Giardia FBPA inh	HCV inh	Sm TGR block	AmpC no deterg	AmpC inh detg	HCMV antiviral
CCOC(=O)C1=C(C)N(C)C(C)=C(C(=O)OCC)C1c1ccccc1	4%	0%	4%	-3%	-4%	-38
COc1ccc(S(=O)(=O)N2CCCCC2)cc1NC(=O)c1ccc(OC)c(OC)c1	/	?	2%	49%	?	-10

3 structures already listed, ordered by formula weight, low to high:
Every second line gives: Giardia FBPA inh	HCV inh	Sm TGR block	AmpC no deterg	AmpC inh detg	HCMV antiviral
CCOc1ccc(CCNC(=O)COC(=O)C2=NNC(=O)CC2)cc1OCC
    /	?	-1%	52%	-11%	2
CC(CCc1ccccc1)NC(=O)C1CCN(S(=O)(=O)N2CCOCC2)CC1 (centres undefined)
    7%	17%	-21%	1%	-15%	-5
CCN(CC)S(=O)(=O)c1ccc(NC(=O)COC(=O)c2ccc(NC(=O)CC#N)cc2)cc1
    -2%	-1%	6%	-50%	-3%	-29

Additional results follow:
Every second line gives: Giardia FBPA inh	HCV inh	Sm TGR block	AmpC no deterg	AmpC inh detg	HCMV antiviral
COc1ccc(C(=O)NC(C)C2CC3CCC2C3)cc1 (centres undefined)
    2%	16%	1%	-18%	?	31
COc1ccc(N(C(=O)CNC(=O)c2ccco2)C(C(=O)NC2CCCCC2)c2ccco2)cc1 (centres undefined)
    0%	0%	-3%	13%	?	1
CCOC(=O)C1=C(CS(=O)(=O)c2ccc(F)c(C)c2)NC(=O)NC1c1ccccc1OC (centres undefined)
    /	/	-1%	/	-3%	-30
COC(=O)c1c(NC(=O)COc2cc(C)c(Cl)c(C)c2)sc2c1CCCC2
    /	/	0%	/	15%	6
CC(=O)Nc1ccccc1C(=O)C(=O)Nc1cccc(Br)c1
    -2%	?	-3%	-2%	4%	14
COc1ccc(/C=C/C(=O)OCC(=O)c2ccc(S(=O)(=O)N3CCCCC3)cc2)cc1OC
    /	?	-7%	-33%	-6%	-3
C/C(CC(=O)Nc1cccc(C(F)(F)F)c1)=N\NC(=O)Cc1ccccc1
    -6%	-21%	0%	1%	-2%	-22
COc1ccc(-c2csc(-c3c(N)c(C(=O)c4ccccc4)n4ccccc34)n2)cc1
    /	/	4%	/	18%	-29
CCn1c(SCc2nnc(-c3ccccc3)o2)nnc1-c1ccc(S(=O)(=O)N2CCCC2)cc1
    -4%	?	1%	38%	-1%	-25
Cc1ccccc1NC(=O)c1cccc(Cn2cc(Br)c([N+](=O)[O-])n2)c1
    0%	-23%	5%	-48%	2%	-18
COc1ccc(CNCC(=O)Nc2cc(C)nn2-c2nc(C)cc(C)n2)cc1OC
    -5%	-4%	-7%	-12%	2%	-21
Cc1cccc(CC(=O)N2CC(=O)Nc3ccc(C)cc3C2c2ccc(F)cc2)c1 (centres undefined)
    /	/	5%	/	1%	-12
CCN1CCN(C(=O)CN2C(=O)COc3ccc(C)cc32)CC1
    /	7%	9%	-3%	7%	-11
N/C(COc1ccc(F)cc1)=N\NC(=O)c1cccnc1Oc1ccccc1
    14%	-3%	-21%	-21%	3%	-5
COc1cc(SC)ccc1C(=O)N1CCc2ccccc21
    8%	-22%	0%	-21%	-14%	-10
CC(=O)C1=C(O)C(=O)N(Cc2ccccc2)C1c1cccs1 (centres undefined)
    10%	0%	-16%	-20%	-15%	-31
CCCn1c(=O)c(C(=O)NNC(=O)Cc2ccccc2)c(O)c2ccccc21
    /	?	-1%	-7%	-4%	35
COc1ccc(C(=O)NN2C(=O)C3CCC(C)(C2=O)C3(C)C)cc1 (centres undefined)
    2%	/	-7%	-12%	-9%	21
COc1ccccc1NC(=O)c1c(NCc2ccc(OC)c(OC)c2OC)sc2c1CCC2
    /	/	2%	/	-9%	-14
COc1ccccc1CNC(=O)CCN1C(=O)c2ccccc2C1=O
    -2%	?	-23%	-10%	-2%	5

As entered above:
`COc1ccc(CNCC(=O)Nc2cc(C)nn2-c2nc(C)cc(C)n2)cc1OC` in HCV inh reads -4%
`CC(=O)Nc1ccccc1C(=O)C(=O)Nc1cccc(Br)c1` in Sm TGR block reads -3%
`CCCn1c(=O)c(C(=O)NNC(=O)Cc2ccccc2)c(O)c2ccccc21` in Sm TGR block reads -1%

Later entries
Every second line gives: Giardia FBPA inh	HCV inh	Sm TGR block	AmpC no deterg	AmpC inh detg	HCMV antiviral
Cc1ccc2[nH]c(=O)c(CN(CCO)Cc3nnnn3CCc3ccccc3)cc2c1
    2%	6%	-1%	12%	-10%	-11
Cc1cc(C)c2c(-n3cccc3)nn(C)c2n1
    -2%	2%	4%	6%	-2%	-22
O=C1Nc2ccccc2C(O)(C(=O)NC2CC2)N1c1ccc(Cl)c(Cl)c1 (centres undefined)
    3%	12%	0%	-5%	-15%	12
Cc1csc(SCc2ccccc2C(=O)O)n1
    12%	-9%	9%	-20%	1%	1
COc1ccccc1C(CNC(=O)c1ccc(NS(=O)(=O)c2ccc(F)c(C)c2)cc1)N1CCCC1 (centres undefined)
    /	-20%	-31%	6%	-8%	-28
CC(NCc1cc(Br)ccc1OCC(N)=O)C12CC3CC(CC(C3)C1)C2 (centres undefined)
    ?	?	34%	3%	-22%	?
O=C(CCSc1ccccc1)Nc1ccc(S(=O)(=O)N2CCOCC2)cc1
    2%	7%	0%	-26%	-10%	26
CCCNC(=O)Nc1cccc(C(=O)OC)c1
    2%	4%	2%	-3%	1%	13
COc1ccc(-c2c(C#N)c(SCC(N)=O)nc3c2CCCC3)cc1
    2%	19%	0%	-15%	?	33
COc1cccc(CC(NC(C)=O)C(=O)NC2CCN(S(=O)(=O)c3ccc(F)cc3)CC2)c1OC (centres undefined)
    5%	7%	2%	-23%	-1%	-36
COc1ccc(Cc2nc3ccc(C(=O)N4C[C@@H](C)O[C@@H](C)C4)cc3o2)cc1OC
    /	?	-1%	90%[activator]	2%	-22
Cc1onc(-c2ccccc2Cl)c1C(=O)NC(C)c1ccccc1 (centres undefined)
    3%	8%	7%	16%	-9%	41
O=C(Nc1ccc2nc(SCc3ccccc3)sc2c1)c1cccc(F)c1
    /	/	18%	/	9%	5
Cc1ccc(-c2[nH][nH]c(=O)c(=O)c2N=Nc2ccccc2)cc1
    -30%	1%	-12%	-7%	3%	-23
NC(=O)C1CCN(CC(=O)c2c[nH]c3ccc(F)cc23)CC1
    1%	13%	-31%	0.14µM*	10%	6
CCOC(=O)N1CCC(NC(=O)Cn2c3c(c(-c4ccccc4Cl)cc2=O)CCC3)CC1
    -7%	-4%&-18%	-36%	44%	-15%	20
CCOC(=O)c1cnc2ccc(OCC)cc2c1N1CCN(C)CC1
    -1%	?	7%	32%	5%	14
Cc1ccccc1NC(=S)NCc1ccc2c(c1)cc(C)n2C
    7%	-17%[8.37 µM]	10%	-17%	?	-4
Cc1cc(NC(=O)CN2CCC(C)CC2)nc2c1c(=O)oc1ccccc12
    /	/	3%	/	8%	7
CCC(C)NS(=O)(=O)c1ccc(S(=O)(=O)N2CCCC3(CCCCC3)C2)cc1 (centres undefined)
    -8%	10µM*	-16%	-21%	2%	-35
Cc1ccccc1C(=O)OCC(=O)NCC1COc2ccccc2O1 (centres undefined)
    /	-25%	-1%	-22%	-18%	-1
COC(=O)C(NC(=O)CSc1nc(N)cc(=O)[nH]1)c1ccccc1 (centres undefined)
    -1%	6%	1%	-22%	0%	-10
CN1CCN(C(=O)c2ccc(Cl)c(S(=O)(=O)N3CCCCCC3)c2)CC1
    3%	-4%	6%	3%	-1%	-9
N#Cc1ccc(-c2ccc(Cl)cc2)nc1Oc1ccc(F)cc1
    1%	-2%	11%	-16%	4%	-27
Cc1oc2ncnc(N3CCCCC3)c2c1C(=O)N1CCN(c2ccc(Cl)cc2)CC1
    /	/	-6%	/	23%	0
COc1ccc(/C=N/N2C(=O)C3C4C=CC(C4)C3C2=O)cc1[N+](=O)[O-] (centres undefined)
    0%	8%	/	16%	3%	-15
CCN1CCN(c2ccc(S(=O)(=O)N3CCCCC3)cc2NC(=O)COc2ccc(F)cc2Cl)CC1
    /	?	-3%	213%[activator]	-12%	-9
CCCCN(CC)CCNc1ncnc2onc(-c3ccc(Cl)cc3)c12
    /	/	-5%	/	1%	-18
Cc1ccc(C2C=C(c3ccc(Cl)cc3)Nc3nc(NS(=O)(=O)c4ccccc4)nn32)cc1 (centres undefined)
    /	/	32µM*	/	0%	24
O=C(NNC(=O)c1ccccc1O)c1ccc(-c2ccc([N+](=O)[O-])cc2)o1
    /	?	0%	-46%	-19%	?
COC(=O)CSc1nc(N)nc(C)c1Cl
    -3%	-1%	/	-11%	-9%	7

Screens as filed in PubChem BioAssay.
